# SKBR3 24h inh: SK-BR-3 proliferation inhibitors, primary screen, cell-based, human, 24 h; SK-BR-3 viability, CellTiter-Glo ATP luminescence; active compounds read low; viability, % at 10 µM; 41,000 tested, 0.47% active;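 active = viability at or below the median of all test compounds minus 3 SD, in both replicates if run twice, cut at about 45% in these data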;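 note: 100% = median untreated cell wells and 0% = median positive control drug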
# * hit, by the source's call.
SMILES,SKBR3 24h inh
CC1=CC(=O)NP(=O)(Oc2ccc3ccccc3c2)N1 (configuration not stated),93
CN1C(=O)C(C2(C#N)CCCCC2)C(=O)N(C)C1=O,100
CCC(=Nc1ccccc1NC(C)=O)c1c(O)n(C)c(=O)n(C)c1=O,96
O=C(CSc1ccccc1)N1CCC2(CC1)OCCO2,87
CCCC1=C(C(=O)OCC)C2(C(=O)Nc3ccc(C)cc32)C(C#N)=C(N)O1 (configuration not stated),134
O=C(Nc1cccc(OC(=O)N2CCOCC2)c1)N1CCOCC1,88
CCCN1C2CCCC1CC(NC(C)=O)C2 (configuration not stated),91
CCCCn1c(O)c(C=NCCCn2ccnc2)c(=O)[nH]c1=O,89
COC(=O)C1C2c3ccccc3OC1(C)N=c1s/c(=C/c3cnn(C)c3C)c(=O)n12 (configuration not stated),84
CCCCn1c(O)c(C(CC)=NCCCN(C)C)c(=O)[nH]c1=O,127
Cc1occc1C(=O)N1CCC2(CC1)OCCO2,99
FC(F)(F)c1ccc2c(c1)nnn2C1CCN(Cc2nnnn2Cc2ccccc2)CC1,89
Cc1cc(N2C(=O)C3CCCN3C2c2ccccc2)no1 (configuration not stated),85
Cc1ccc2c(c1)[C@@H]1CN(C)CC[C@@H]1N2C(=O)Nc1cccc(C(F)(F)F)c1,92
CNC(C(=O)c1ccccc1)C(OC)c1ccccc1 (configuration not stated),98
CSC1=NP(=S)(SC)N(C)c2nc3n(c21)CCC3 (configuration not stated),96
CCOc1ccccc1-n1c(O)c(C=Nc2ccc(N(CC)CC)cc2)c(=O)[nH]c1=O,90
Cc1ccc2c(c1)CNc1ccccc1O2,70
O=c1[nH]c(=O)n(-c2ccc(F)cc2)c(O)c1C=Nc1ccccc1N1CCCC1,97
CC(Oc1ccc(-c2ccccc2)cc1)C(=O)O (configuration not stated),113
CCn1nc(-c2ccccc2)nc2c(=O)n(C)c(=O)nc1-2,38*
C=CCn1c(O)c(C(C)=Nc2ccc(N(C)C)cc2)c(=O)[nH]c1=O,65
COc1cccc(Oc2c(C)oc3cc(OC(=O)N(C)C)ccc3c2=O)c1,89
c1ccc(Cn2ccnc2)cc1,91
CN(C)c1ccc(N=Cc2c(O)n(CCC3=CCCCC3)c(=O)[nH]c2=O)cc1,91
CN(C)C(=O)Oc1ccc(OC(=O)c2ccccc2)cc1,88
CCCCn1c(O)c(C(CC)=Nc2cccc(C(=O)O)c2)c(=O)[nH]c1=O,98
Cn1c(O)c(C=NC2C(=O)C3(C)CCC2C3(C)C)c(=O)n(C)c1=O (configuration not stated),97
CCCCOC(=O)C1=C(N)OC2=C(C(=O)CC(C)(C)C2)[C@]12C(=O)N(C)c1ccccc12,94
CSc1nnc(C2CCNCC2)n1C,103
CN1C(=O)N(C)C(=O)C2(Cc3c(nc4ccccn4c3=O)N3CCc4ccccc4C32)C1=O (configuration not stated),87
C[N+]1(C)CCN(c2ccccc2)CC1,97
COc1ccccc1CC1/C(=N/O)C2CCN1CC2 (configuration not stated),90
Cc1ccc2nc3c(cc2c1)CC1(C(=O)N(C)C(=O)N(C)C1=O)C1CCCCN31 (configuration not stated),98
COC(=O)C1C2c3ccccc3OC1(C)N=c1s/c(=C/c3cnn(C)c3)c(=O)n12 (configuration not stated),75
CCN(CC)CCCN=Cc1c(O)n(Cc2ccc(F)cc2)c(=O)[nH]c1=O,93
CN1C(=O)N(C)C(=O)C2(Cc3cc(N)ccc3N3CCN(c4ccccc4F)CC32)C1=O (configuration not stated),93
CC(=O)c1c(C)n(CC2CCCO2)c2ccc(O)cc12 (configuration not stated),95
Cc1noc(C)c1C(=O)N1CCC2(CC1)OCCO2,115
Cc1[nH]c2ccccc2c1/C=N/O,116
C=Cn1ccnc1P(=S)(c1nccn1C=C)C1CCCCC1,87
Cc1ccc(OCC(=O)N2CCN(C)CC2)c(Br)c1,76
CCOC(=O)c1ccc(N2C(=O)CC(N3CC=C(c4ccc(F)cc4)CC3)C2=O)cc1 (configuration not stated),97
COc1ccc(C2C(C(=O)N3CCC4(CC3)OCCO4)c3cc(OC)c(OC)cc3C(=O)N2C)cc1 (configuration not stated),100
Cc1cccn2c(=O)c3cc(C(=O)N4CCC5(CC4)OCCO5)n(C)c3nc12,87
CN(Cc1ccccc1)Cc1ccccc1OC(=O)N(C)C,110
CCOP1(=S)Oc2cc3c(cc2C(C(=O)OC)(C(F)(F)F)O1)OCO3 (configuration not stated),121
CCC(C)N1C(=O)NC(=O)C2(Cc3c(ccc4ccccc34)N(C)C2)C1=O (configuration not stated),68
CC12CCCCC1N(O)CN2O (configuration not stated),100
CCOc1ccc(Cc2c(O)[nH]c(=O)[nH]c2=O)cc1,89
O=C(c1ccc2c(c1)OCO2)N1CCC2(CC1)OCCO2,91
CC(=O)C1C2c3ccccc3OC1(C)N=c1s/c(=C/c3cn(C)nc3C)c(=O)n12 (configuration not stated),69
CCc1nnc(NC(=O)CCc2nc(C3=CCN(C)CC3)no2)s1,110
COc1cc2c(cc1OC)C(C(=O)N1CCC3(CC1)OCCO3)C(c1ccccc1F)N(C)C2=O (configuration not stated),108
CC1(C)C(c2ccccc2)=NC(c2cccnc2)=[N+]1[O-],99
CCOC(=O)N1CCN(C(C)C(=O)c2c[nH]c3ccccc23)CC1 (configuration not stated),82
CCOc1ccccc1-n1c(O)c(C=Nc2c(C)n(C)n(-c3ccccc3)c2=O)c(=O)[nH]c1=O,90
Cc1nc2ccc(Cl)cn2c1P(=S)(N1CCOCC1)N1CCOCC1,103
O=C1C2CCCN2C(c2cccnc2)N1c1ccc(Cl)cc1 (configuration not stated),81
CCN(CC)CCN=Cc1c(O)n(C2CCCCCC2)c(=O)[nH]c1=O,90

# Quoted from the listing:
# Result for `CCc1nnc(NC(=O)CCc2nc(C3=CCN(C)CC3)no2)s1` in SKBR3 24h inh: 110
# Result for `O=C1C2CCCN2C(c2cccnc2)N1c1ccc(Cl)cc1` (configuration not stated) in SKBR3 24h inh: 81
# Result for `CCOP1(=S)Oc2cc3c(cc2C(C(=O)OC)(C(F)(F)F)O1)OCO3` (configuration not stated) in SKBR3 24h inh: 121
# Result for `CC12CCCCC1N(O)CN2O` (configuration not stated) in SKBR3 24h inh: 100
# Result for `CCOC(=O)N1CCN(C(C)C(=O)c2c[nH]c3ccccc23)CC1` (configuration not stated) in SKBR3 24h inh: 82
# Result for `O=C(c1ccc2c(c1)OCO2)N1CCC2(CC1)OCCO2` in SKBR3 24h inh: 91
# Result for `CCOc1ccccc1-n1c(O)c(C=Nc2c(C)n(C)n(-c3ccccc3)c2=O)c(=O)[nH]c1=O` in SKBR3 24h inh: 90

# Part of the list above, reformatted:
COc1ccc(C2C(C(=O)N3CCC4(CC3)OCCO4)c3cc(OC)c(OC)cc3C(=O)N2C)cc1 (configuration not stated)
  SKBR3 24h inh: 100
CCOC(=O)N1CCN(C(C)C(=O)c2c[nH]c3ccccc23)CC1 (configuration not stated)
  SKBR3 24h inh: 82
CN(Cc1ccccc1)Cc1ccccc1OC(=O)N(C)C
  SKBR3 24h inh: 110
CCOP1(=S)Oc2cc3c(cc2C(C(=O)OC)(C(F)(F)F)O1)OCO3 (configuration not stated)
  SKBR3 24h inh: 121

# New compounds follow.
SMILES,SKBR3 24h inh
O=C1NCN(c2ccccc2)C12CCNCC2,81
CC(=NCCN1CCCCC1)c1c(O)n(Cc2ccccc2)c(=O)[nH]c1=O,83
O=C(c1sc2ccccc2c1Cl)N1CCC2(CC1)OCCO2,92
CCCCc1nc2ccccc2c(=O)n1-c1ccccc1O,80
C=Cn1ccnc1P(=S)(c1cc(N(CC)CC)ns1)c1nccn1C=C,102
Cc1ccc(OCC(=O)NCCN2CCN(C(=O)COc3ccc(C)cc3)CC2)cc1,106
COc1cc(OC)c(OC)cc1CNC(C)C(O)c1ccccc1 (configuration not stated),76
c1ccc2c(CCNCc3ccc4c(c3)OCO4)c[nH]c2c1,92
Cc1ccc(-c2nc3ccccc3c(=O)n2-n2cccc2)cc1,101
O=P1(NCc2ccco2)COc2ccccc2OC1,95
OC12CCCCC1C(c1ccccc1)NCC2 (configuration not stated),93
O=c1[nH]c(=O)n(Cc2ccco2)c(O)c1C=NCc1ccc2c(c1)OCO2,80
CCC(=O)N1CC(=O)Nc2ccc(Cl)cc2C1c1ccc(F)cc1 (configuration not stated),66
Cc1cc(OCC(=O)NC2CCS(=O)(=O)C2)c2c3c(c(=O)oc2c1)CCC3 (configuration not stated),65
CCN1CCN(C(=O)COc2ccc(S(=O)(=O)N(C)Cc3ccccc3)cc2)CC1,75
O=c1[nH]c(O)c(C=NC2CCN(Cc3ccccc3)CC2)c(=O)[nH]1,95
COc1ccc(-n2c(SC)nc3ccccc3c2=O)cc1,93
Cc1ccc(C(=O)C2CN3CCC2CC3)cc1 (configuration not stated),106
COCc1c(CN)cnc(C)c1N,99
CC(NC(C)(C)C)C(=O)c1cccc(Cl)c1 (configuration not stated),104
CCOC(=O)N(CC)c1ccc(C(O)(C(=O)OC)C(F)(F)F)cc1 (configuration not stated),99
OCCOCC#CCN1CCOCC1,96
CC(=NCCN1CCCCC1)c1c(O)[nH]c(=O)[nH]c1=O,87
Cc1cccc(CN(C)C)c1OC(=O)N(C)C,93
COc1cccc(CN2CCN(C(=O)COc3ccc4ccccc4c3)CC2)c1,131
Cc1cc(N2C(=O)C3CCCN3C2c2ccc(Cl)c(Cl)c2)no1 (configuration not stated),98
CCCCSP1(=S)NCCCN1,98
O=C(COc1ccc(Cl)cc1)NC1CN2CCC1CC2 (configuration not stated),91
CCC1=C(C)C(N2CCOCC2)=NP(N2CCOCC2)(N2CCOCC2)=N1,83
CCOC(=O)C(O)(c1ccc(N(CC)S(=O)(=O)c2ccccc2)cc1)C(F)(F)F (configuration not stated),70
O=C1c2ccccc2C2(c3ccc(Cl)cc3)NCCN12 (configuration not stated),93
Cc1cc(OC(=O)CCNC(=O)OC(C)(C)C)c2c3c(c(=O)oc2c1)CCC3,90
COc1ccc(-c2cc(C(F)(F)F)n3nc(C(=O)N4CCC5(CC4)OCCO5)cc3n2)cc1OC,89
NCCc1ccc(O)cc1,102
c1ccc2c(c1)OCC(C1=NCCN1)O2 (configuration not stated),88
CN1C(=O)C(Cc2ccsc2)C(=O)N(C)C1=O,84
CC(=NCc1ccc2c(c1)OCO2)c1c(O)[nH]c(=O)[nH]c1=O,88
O=c1c2ccccc2nc(-c2cccs2)n1-c1cnccn1,81
O=C(COc1ccc2ccccc2c1)N1CCN(C2CCN(Cc3ccccc3)CC2)CC1,85
CC(C)Sc1nnc([C@@H](N)Cc2c[nH]c3ccccc23)o1,98
Cc1cc(N2CCOCC2)nc2ccc(NC(=O)CCC(=O)N3CCC4(CC3)OCCO4)cc12,82
Cn1cccc1CNCCc1ccccc1F,84
CC(=O)[C@H]1CC[C@H]2[C@@H]3CC[C@H]4C[C@H](O)CC[C@]4(C)[C@H]3C(=O)C[C@]12C,92
Cn1c(O)c(C=NCCc2c[nH]c3ccccc23)c(=O)n(C)c1=O,64
CC(=Nc1ccc2c(c1)CCC2)c1c(O)n(C)c(=O)n(C)c1=O,95
CCCC(=O)c1c(O)[nH]c(=O)[nH]c1=O,92
Cc1ccc(Cn2nnnc2CN2CCC(n3nnc4cc(C)ccc43)CC2)cc1,76
O=C(O)c1nonc1-c1nonc1C(=O)O,127
CC#CP(=O)(OCC)C(O)(c1ccccc1)C(F)(F)F (configuration not stated),94
CCCCn1c(O)c(C(C)=Nc2cccc(C(=O)O)c2)c(=O)[nH]c1=O,91
CP(C)(=O)CCC(=O)O,71
Cc1ccc(-n2c(O)c(C=NCCN3CCOCC3)c(=O)[nH]c2=O)cc1,101
CC(C)[C@@]1(NC(=O)[C@@H]2C[C@@H]3c4cccc5[nH]cc(c45)C[C@H]3N(C)C2)O[C@@]2(O)[C@@H]3CCCN3C(=O)[C@H](Cc3ccccc3)N2C1=O,137
O=c1[nH]c(=O)n(Cc2ccccc2)c(O)c1C=NCCCn1ccnc1,83
N[C@@H](Cc1c[nH]c2ccccc12)c1nnc(SCc2ccccc2F)o1,77
Cc1nc2c(-c3ccccc3)c(C)nn2c(C)c1CCC(=O)N1CCC2(CC1)OCCO2,106
C=CCOc1ccc(CC2C(=O)N(C)C(=O)N(C)C2=O)cc1,86
COc1ccccc1N1C(=O)NC(=O)C2(Cc3cc(C)ccc3N(C)C2)C1=O (configuration not stated),133
CN(C)CC#CCOCCOCCC#N,78
CC1(C)C(c2ccccc2)=NC(c2cccnc2)N1O (configuration not stated),103
# Continuation.
SMILES,SKBR3 24h inh
C/C(CCc1c[nH]c2ccccc12)=N\O,86
CC(=NCc1cccnc1)c1c(O)n(Cc2ccccc2)c(=O)[nH]c1=O,85
CCn1c(C)c(C(=O)O)c2cc(OC)ccc21,98
C=C(C)c1cccc(C(C)(C)NC(=O)NC2CN3CCC2CC3)c1 (configuration not stated),97
CCOC(=O)c1c(-c2ccc(OC)cc2)oc2ccc(OC(=O)N(C)C)cc12,80
OCCN(CC#CC(O)(c1ccccc1)C1CCCC1)CCO (configuration not stated),92
O=C(COc1ccc(S(=O)(=O)N2CCCCC2)cc1)N1CCN(Cc2ccccc2)CC1,80
O=c1[nH]c(=O)n(-c2cccc(Cl)c2)c(O)c1C=NCCCN1CCOCC1,106
CCN(CC)c1ccc(N=Cc2c(O)n(CCC3=CCCCC3)c(=O)[nH]c2=O)cc1,71

# Rewritten with each value named: entries from further up
SMILES: O=C(CSc1ccccc1)N1CCC2(CC1)OCCO2
  SKBR3 24h inh = 87

SMILES: CC(C)Sc1nnc([C@@H](N)Cc2c[nH]c3ccccc23)o1
  SKBR3 24h inh = 98

SMILES: CCOc1ccccc1-n1c(O)c(C=Nc2c(C)n(C)n(-c3ccccc3)c2=O)c(=O)[nH]c1=O
  SKBR3 24h inh = 90

SMILES: N[C@@H](Cc1c[nH]c2ccccc12)c1nnc(SCc2ccccc2F)o1
  SKBR3 24h inh = 77

# Source: PubChem (SRMLSC)

# This is a subset; rates above refer to the full screens.
